Source: PubChem (several laboratories)
S1P2 ag = S1P2 receptor agonists, primary screen, cell-based. S1P2-expressing cell line, agonist reporter read-out. Sphingosine 1-phosphate receptor 2 (Homo sapiens), O95136. 0.46% of 97,000 active. activation, % at 4.5 µM; in the data active = activation above about 16%;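 also: 0% = vehicle low control and 100% = maximal reference agonist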
PostGolgi yeast = phenotypic screen on post-Golgi transport, primary screen | post-Golgi transport phenotypic cell assay | inhibition, % at 10 µM | 0.9% of 98,000 active | AID 739, 2007;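 also: yeast cells grown in 1536-well plates; yeast grown about 18 h at 30C before absorbance read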
PTPN22 inh 2 = PTPN22 phosphatase inhibitors, primary screen, biochemical, DiFMUP fluorescence, 2 µM; recombinant LYP catalytic domain; 0.21% of 96,000 active; Tyrosine-protein phosphatase non-receptor type 22 (Homo sapiens), Q9Y2R2; inhibition, % at 2 µM;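 active = inhibition at 2 µM at or above a set limit, the screen mean plus 3 SD, cut at about 24% in these data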;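 also: 0% = DMSO with enzyme and 100% = enzyme fully blocked by orthovanadate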
Target sequence (Q9Y2R2 whole entry, looked up, the tested form may be a part): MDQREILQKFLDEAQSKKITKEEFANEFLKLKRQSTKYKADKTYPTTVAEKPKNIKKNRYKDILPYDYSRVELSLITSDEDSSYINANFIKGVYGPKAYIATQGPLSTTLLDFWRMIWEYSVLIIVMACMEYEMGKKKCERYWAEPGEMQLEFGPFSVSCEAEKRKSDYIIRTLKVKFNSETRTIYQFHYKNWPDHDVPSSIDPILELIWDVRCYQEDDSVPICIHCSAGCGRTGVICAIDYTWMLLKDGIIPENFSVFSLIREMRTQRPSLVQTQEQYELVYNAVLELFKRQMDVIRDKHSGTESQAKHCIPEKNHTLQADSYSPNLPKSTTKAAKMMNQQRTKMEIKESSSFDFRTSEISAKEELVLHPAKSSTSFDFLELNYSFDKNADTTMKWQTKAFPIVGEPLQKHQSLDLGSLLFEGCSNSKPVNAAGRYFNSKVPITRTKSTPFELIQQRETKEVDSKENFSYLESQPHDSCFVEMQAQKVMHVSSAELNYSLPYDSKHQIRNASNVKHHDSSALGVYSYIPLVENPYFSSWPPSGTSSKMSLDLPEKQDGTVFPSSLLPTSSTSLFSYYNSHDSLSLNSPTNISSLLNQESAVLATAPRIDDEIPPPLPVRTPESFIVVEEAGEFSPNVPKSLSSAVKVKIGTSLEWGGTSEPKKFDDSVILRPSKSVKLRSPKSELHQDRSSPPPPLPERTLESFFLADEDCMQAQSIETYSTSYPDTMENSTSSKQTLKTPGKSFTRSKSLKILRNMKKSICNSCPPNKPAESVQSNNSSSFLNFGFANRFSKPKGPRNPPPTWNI
FAK inh = FAK kinase inhibitors, primary screen, biochemical | biochemical FAK kinase activity assay | inhibition, %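 (tested at 7 µM)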 | 0.84% of 97,000 active | AID 727, 2007; in the data active = inhibition above about 19%;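 also: 0% = DMSO and 100% = reference compound high control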
EphB4 antag = EphB4-ephrin-B2 interaction antagonists, primary screen, biochemical, TNYL-RAW peptide probe, fluorescence polarization; EphB4 LBD / TNYL-RAW-Alexa532 peptide; inhibition, % at 7 µM; 0.15% of 97,000 active; AID 720, 2007; Ephrin type-B receptor 4 (Homo sapiens), P54760;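 active = inhibition above the screen-wide mean inhibition plus 3 SD, cut at about 15% in these data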;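 also: 0% = DMSO wells and 100% = excess unlabeled TNYL-RAW peptide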
HIV Rev-RRE inh = HIV-1 Rev-RRE binding inhibitors, primary screen, biochemical, FRET, protein-RNA interaction. 0.79% of 97,000 active. Rev peptide-RRE RNA binding. AID 704, 2007. inhibition, % at 8 µM;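 active = inhibition above the screen-wide mean plus 3 SD, cut at about 35% in these data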;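 also: 0% = median DMSO wells and 100% = median Neomycin B control wells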
Target sequence (P05866 whole entry, looked up): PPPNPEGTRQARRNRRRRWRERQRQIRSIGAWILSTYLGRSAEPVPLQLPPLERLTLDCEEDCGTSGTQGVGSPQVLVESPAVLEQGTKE
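Assay system: Labelled RRE RNA duplex and labelled Rev peptide | Times: 5 min preincubation and 15 min binding, 25 °C | Detection: FRET, ex 480 nm, em 540 and 671 nm | Evaluation: % inhibition of FRET ratio versus controls | Benchmarks: DMSO wells as 0% and neomycin B wells as 100% inhibition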
S1P2 blocker = human S1P2 receptor antagonists, primary screen, cell-based. Sphingosine 1-phosphate receptor 2 (Homo sapiens), O95136. cell-based S1P2 antagonist assay, inhibition at 5 uM. inhibition, % at 5 µM. 0.21% of 97,000 active; in the data active = inhibition above about 45%;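 also: CRE beta-lactamase reporter cells expressing human S1P2 stimulated with S1P; 0% = agonist at EC80 alone and 100% = agonist plus reference antagonist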
LYP act = LYP phosphatase activators, primary screen, biochemical, DiFMUP fluorescence, 2 µM; AID 697, 2007; 0.11% of 96,000 active; activation, % at 2 µM; Tyrosine-protein phosphatase non-receptor type 22 (Homo sapiens), Q9Y2R2; recombinant LYP; 0 = plate median, 100 = signal doubled;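 active = activation at 2 µM above a set limit, the mean plus 5 SD, cut at about 37% in these data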
PostGolgi ctrl = growth inhibition of yeast control strain, primary screen, counter-screen for post-Golgi transport modulator project. AID 738, 2007. 5% of 98,000 active. inhibition, % at 10 µM. efflux-deficient yeast background strain, growth absorbance A615, 16 h
Starred values were filed as active, the others as inactive; x = no result given. Rule as the data show it, unless noted: active = inhibition above about 30%; inactive = the rest. Not a hit list; about 7% have a hit in one of these screens.

SMILES	S1P2 ag	PostGolgi yeast	PTPN22 inh 2	FAK inh	EphB4 antag	HIV Rev-RRE inh	S1P2 blocker	LYP act	PostGolgi ctrl
COc1ccc(CCNC(=O)C(=O)N2CCCCC2)cc1OC	-2	x	3	-1	-10	5	-16	-3	x
COC(=O)N1CC(c2ccccc2)CC1=O (stereo not drawn)	-6	-6	6	-1	-4	-1	4	-6	7
Cn1c(CN2CCCC2)nc2cc(NC(=O)Nc3ccccc3)ccc21	-2	11	2	0	10	6	-1	-6	-5
COc1ccc(CCNC(=O)c2c(C)noc2C)cc1	0	9	10	-2	-5	9	0	-10	3
CCOC(=O)c1ccc2c(c1)nc(SCC(=O)NC(C)C)n2CC	-7	9	1	-2	3	11	2	2	5
CCCc1cc(=O)n2[nH]c(-c3ccco3)nc2n1	0	1	-6	-3	2	6	3	6	-2
Cc1noc(C)c1S(=O)(=O)Nc1ccc(C(=O)N2CCN(c3cccc(Cl)c3)CC2)cc1	-5	18	6	1	6	6	0	-2	12
COc1ccc2nc(SCC(=O)NN)cc(C)c2c1	-7	-6	12	9	-4	3	-3	-8	3
C=CCN1C(=O)/C(=C2/Sc3ccccc3N2C)SC1=Nc1c(C)n[nH]c1C	11	19	-5	-1	3	-7	-4	12	12
CN1CCN(CCC(=O)Nc2ccc3c(c2)OCO3)CC1	-5	x	1	1	-6	10	20	3	x
COc1cc(NC(=O)c2ccc(Cl)cc2)c(OC)cc1Cl	0	24	-7	3	4	-3	-24	9	0
Cc1ccc2c(c1)N(CC(=O)N1CCN(c3nc4ccccc4s3)CC1)C(=O)C(C)O2 (stereo not drawn)	-7	2	0	-4	0	-1	3	2	6
Cc1c(NC(=S)N/N=C/c2ccc(O)cc2)c(=O)n(-c2ccccc2)n1C	-7	0	-2	-1	3	3	-1	4	-3
CCCn1c(=O)c2ccccc2n2c(SCC(=O)c3ccccc3)nnc12	-4	17	-4	-3	-6	4	-2	4	8
Cc1c(C(=O)NCc2cccnc2)sc2ncn(CC(=O)N3CCCCC3C)c(=O)c12 (stereo not drawn)	-5	3	3	1	3	5	16	-6	-4
COc1cccc(/C(O)=C2/C(=O)C(=O)N(c3cc(C)on3)C2c2cccs2)c1 (stereo not drawn)	-1	0	-3	-1	4	2	19	2	3
CC(C)C(=O)NC(NCC1CCCO1)C(Cl)(Cl)Cl (stereo not drawn)	-6	-4	-6	0	-4	2	-11	9	3
COc1cc(CCC(=O)OCC(=O)Nc2ncc(Cl)cc2Cl)cc(OC)c1OC	-6	-2	3	1	-3	7	3	-5	4
CC1Cc2ccccc2N1C(=O)CSc1nnc2c(n1)[nH]c1ccccc12 (stereo not drawn)	0	0	-5	-1	-3	1	8	4	20
O=C(c1ccco1)N1CCN(c2ncnc3scc(-c4cccs4)c23)CC1	0	-2	-5	-1	3	10	-15	5	27
CC1CN(C(=O)C(C)Sc2nc3ccccc3s2)CC(C)O1 (stereo not drawn)	-12	-5	8	-4	2	11	7	-7	7
O=C(COC(=O)CCC(=O)c1cccs1)Nc1cccc(S(=O)(=O)N2CCOCC2)c1	-5	-2	8	-2	1	0	-9	-5	0
CCOc1ccc(-c2nnc3sc(-c4ccccc4OC)nn23)cc1	-6	x	2	-1	5	10	0	-6	x
CCC(=O)Nc1ccccc1N1CCN(S(C)(=O)=O)CC1	1	10	-17	3	-8	3	4	12	13
Cc1cc(Br)cc2c1NC(=O)C2(c1c(C)n(C)n(-c2ccccc2)c1=O)c1c(C)n(C)n(-c2ccccc2)c1=O	-7	x	-5	1	-5	1	-5	5	x
COCCn1nnnc1C(C(C)C)N1CCC(Cc2ccccc2)CC1 (stereo not drawn)	-7	-4	-1	-1	4	6	-11	-2	28
CC/C(O)=C(/C#N)c1nnc2n1CCCCC2	-8	8	-1	-3	0	6	6	5	18
CC1=CC(C)(C)N(S(=O)(=O)c2ccc(F)cc2)c2ccccc21	1	-1	0	0	-2	10	-9	1	3
O=C(CCCc1c[nH]c2ccccc12)N1CCN(S(=O)(=O)c2cccs2)CC1	-2	-3	-5	1	1	-1	-19	9	22
O=C(NC1(C(F)(F)F)C(=O)Nc2c1c(=O)[nH]c(=O)n2Cc1ccco1)C1CC1 (stereo not drawn)	-7	4	-6	1	-4	-1	-8	11	2
Cc1cccc(NS(=O)(=O)c2ccc3c(c2)OCCO3)c1	-3	16	-7	4	-1	6	-1	4	-1
Cc1cccn2cc(CNC(=O)C3CCCCC3)nc12	-2	10	6	0	-11	2	13	-10	5
COc1ccc(OC)c(NS(=O)(=O)c2ccc(NC(=O)C3COc4ccccc4O3)cc2)c1 (stereo not drawn)	1	5	-8	2	-2	10	-22	9	21
COc1cc2[nH]c(=S)n(Cc3ccc(C)o3)c(=O)c2cc1OC	-3	12	8	1	0	-3	-3	-12	11
CC(C)(C)N(C=C(Cl)Cl)C(=O)NC1CCCCC1	-5	-1	3	6	-1	6	-2	-3	-4
CCC(C)(C)NC(=O)c1cc(C(=O)OC)cc([N+](=O)[O-])c1	-5	-10	-2	-1	4	4	-15	3	-3
CN(c1ccccc1C(=O)Nc1cccnc1)S(C)(=O)=O	-4	-2	0	-4	6	6	8	-4	7
O=C(Nc1ccccc1)c1ccc(S(=O)(=O)NCc2ccco2)cc1	-4	-11	1	-2	-2	5	-5	-2	10
O=c1cc(-c2ccccc2)nc(SCc2ccccc2)[nH]1	-2	-11	6	2	-2	2	-6	0	24
Cc1ccccc1CSc1nnc(-c2ccccn2)n1N	-2	22	-7	-2	-8	3	-17	4	-3
Cc1ccc(C)c(N2CCN(C(=O)c3cc4sccc4n3C)CC2)c1	-4	-2	9	3	5	6	1	-10	36*
CC(C)CC(=O)NCCCN1CCN(CCCNC(=O)CC(C)C)CC1	0	x	-4	-1	0	3	3	3	x
COc1ccc(C(=O)Nc2ccc(C(=O)OCC(=O)c3ccccc3)cc2)cc1	-5	-9	-6	0	0	10	18	10	3
Fc1ccc(Cn2ccc(-c3cnc(-c4ccccc4)s3)n2)cc1	-7	-7	1	1	1	20	-8	1	17
Cc1cccc(OCc2nc(C)cc(=O)[nH]2)c1	-4	-1	3	-3	4	3	5	-8	18
CCOC(=O)N1CCN(C(=O)CN(c2ccc(C)cc2)S(=O)(=O)c2c(C)noc2C)CC1	-4	7	11	0	-3	2	-11	-8	7
O=C(COc1ccccc1Br)NCc1ccco1	-8	-7	-11	1	1	1	-15	12	6
CCOC(=O)c1nc(S(C)(=O)=O)ncc1N1CCOCC1	-4	-1	1	1	4	13	4	-3	-6
CN(C)CCCOc1nc2c(c(=O)n(C)c(=O)n2C)n1C	-3	x	4	0	1	1	-8	-3	x
Cc1ccc(CNC(=O)CSc2nc(C)cc(C)c2C#N)cc1	-3	-2	-13	-4	-1	-1	20	11	9
Additional entries
SMILES	S1P2 ag	PostGolgi yeast	PTPN22 inh 2	FAK inh	EphB4 antag	HIV Rev-RRE inh	S1P2 blocker	LYP act	PostGolgi ctrl
CC(C)CC(=O)Nc1ccc(OCC(=O)O)cc1	-4	5	-19	6	-4	8	7	15	14
Cc1ccccc1-c1nc(CS(=O)(=O)CC(=O)NCCCN2CCCC2)c(C)o1	-2	-16	6	2	9	5	10	-8	11
O=C(c1ccccc1)N1CCN(C2c3cccc4cccc(c34)C2NS(=O)(=O)c2ccccc2)CC1 (stereo not drawn)	-10	3	-1	5	4	7	17	-2	15
O=C(C1CC1c1ccccc1)N1CCN(c2cccc(Cl)c2)CC1 (stereo not drawn)	-11	-2	3	-2	-1	5	-16	-4	18
Clc1ccc(-c2csc3ncnc(NCCN4CCOCC4)c23)cc1	-4	17	-9	5	0	10	-17	6	15
COc1ccc(-c2noc(C3CCCN(S(=O)(=O)c4ccc(C)c(Cl)c4)C3)n2)cc1OC (stereo not drawn)	-9	5	6	1	6	-3	-7	-8	12
N#CCOc1nc(N2CCOCC2)nc(N2CCOCC2)n1	-2	-5	-3	3	11	9	-2	6	4
Cc1ccc(S(=O)(=O)N2CCC(C(=O)N[C@@H](Cc3ccccc3)C(=O)O)CC2)cc1	-10	-3	12	1	-1	5	9	-9	-4
O=C1C2C3C=CC(C3)C2C(=O)N1Cc1ccc(CN2C(=O)C3C4C=CC(C4)C3C2=O)cc1 (stereo not drawn)	-4	3	3	2	6	0	-11	-2	5
CCOc1cc(NC(=S)Nc2cccc(OC)c2)c(OCC)cc1NC(=O)C(C)C	-7	0	-3	-4	-3	-4	7	7	-4
CC(C)c1ccc2nc3sc(C(=O)N4CCc5ccccc5C4)c(N)c3cc2c1	-4	0	7	-8	-4	57*	-12	-4	3
COC(=O)Cc1c(C)nc2nc(NCc3c(F)cccc3Cl)[nH]n2c1=O	-6	6	4	0	-4	3	-8	-7	2
CCN(CC(=O)Nc1cc(C)nn1-c1nc(C)cc(C)n1)Cc1ccccc1	-2	-11	2	0	4	10	-27	-6	11
N#Cc1cc(-c2ccccc2)nn1-c1ccccc1	0	-8	-8	2	2	9	-1	7	11
NC(=O)CSc1nnc2sc3ccccc3n12	-5	1	-2	3	-3	7	-6	3	-2
CCN(CC)CC(=O)c1c[nH]c2ccc(C)cc12	-3	4	-4	0	5	11	14	2	1
CC1(C)Cc2c(C#N)c(OCC(=O)c3ccc(Cl)cc3)nc(-c3ccco3)c2CO1	-1	-16	-2	-1	4	9	-10	-2	21
Nc1cc(C(=O)O)ccc1Nc1ccc(F)c(F)c1	-1	-20	5	1	3	3	13	-6	25
Cc1csc(NC(=O)CSc2nc(C(C)C)nc3c2c(=O)n(C)c(=O)n3C)n1	-1	19	x	-2	0	8	-18	x	0
COc1ccc(C(=O)Nc2cccc(C(=O)N3CCCC3)c2)cc1	-5	-7	-7	1	-8	0	-15	6	-2

A stretch from further up, for reference:
SMILES	S1P2 ag	PostGolgi yeast	PTPN22 inh 2	FAK inh	EphB4 antag	HIV Rev-RRE inh	S1P2 blocker	LYP act	PostGolgi ctrl
COc1ccc(CCNC(=O)C(=O)N2CCCCC2)cc1OC	-2	x	3	-1	-10	5	-16	-3	x
COC(=O)N1CC(c2ccccc2)CC1=O (stereo not drawn)	-6	-6	6	-1	-4	-1	4	-6	7

Just PostGolgi yeast (3 entries from above):
| SMILES | PostGolgi yeast |
| --- | --- |
| CC1(C)Cc2c(C#N)c(OCC(=O)c3ccc(Cl)cc3)nc(-c3ccco3)c2CO1 | -16 |
| Nc1cc(C(=O)O)ccc1Nc1ccc(F)c(F)c1 | -20 |
| Cc1csc(NC(=O)CSc2nc(C(C)C)nc3c2c(=O)n(C)c(=O)n3C)n1 | 19 |

(cont.)
SMILES	S1P2 ag	PostGolgi yeast	PTPN22 inh 2	FAK inh	EphB4 antag	HIV Rev-RRE inh	S1P2 blocker	LYP act	PostGolgi ctrl
Cc1c(NC(=O)COc2ncnc3ccccc23)c(=O)n(-c2ccccc2)n1C	-3	-4	-6	-5	0	6	8	4	-3
O=C(Cn1cccc1)N1CCN(c2ccc(F)cc2)CC1	-3	-9	-8	0	3	3	17	4	5
O=C(CN1C(=O)C2CC=CCC2C1=O)Nc1nnc(SCc2ccc(Cl)cc2)s1 (stereo not drawn)	-7	-5	7	-2	1	9	12	-4	15
COCCn1nnnc1CN(CCc1ccccc1)Cc1cc2ccc(C)cc2[nH]c1=O	-5	-12	-11	-2	7	11	20	9	12
CCCn1c(NC(=O)C2CCN(S(=O)(=O)c3cccs3)CC2)nc2ccccc21	-10	1	0	6	-5	3	3	-1	32*
COC(=O)c1c(C)[nH]c(C(=O)OCc2ccc(F)cc2)c1C	-4	-1	3	3	2	17	2	-3	8
Cc1ccc2cccc(NC(=S)NC(=O)c3c(Br)cnn3C)c2n1	0	x	0	-1	-5	2	3	0	x
